TRPC6 inhibitor: inhibitors of mouse TRPC6 channel | Q61143 | HEK293-TRPC6, membrane potential dye, ACh-evoked depolarization; stronger effect = lower value | B-score at 10 µM | 310,000 compounds, 1.1% hits | AID 2553;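 active = B-score under library mean minus 3 SD, initial fluorescence not abnormally high, positive integrated signal ratio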;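 also: B-score derived from integrated fluorescence ratio over the kinetic read; more negative B-score means stronger inhibition of depolarization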
Target sequence (Q61143 whole entry, looked up): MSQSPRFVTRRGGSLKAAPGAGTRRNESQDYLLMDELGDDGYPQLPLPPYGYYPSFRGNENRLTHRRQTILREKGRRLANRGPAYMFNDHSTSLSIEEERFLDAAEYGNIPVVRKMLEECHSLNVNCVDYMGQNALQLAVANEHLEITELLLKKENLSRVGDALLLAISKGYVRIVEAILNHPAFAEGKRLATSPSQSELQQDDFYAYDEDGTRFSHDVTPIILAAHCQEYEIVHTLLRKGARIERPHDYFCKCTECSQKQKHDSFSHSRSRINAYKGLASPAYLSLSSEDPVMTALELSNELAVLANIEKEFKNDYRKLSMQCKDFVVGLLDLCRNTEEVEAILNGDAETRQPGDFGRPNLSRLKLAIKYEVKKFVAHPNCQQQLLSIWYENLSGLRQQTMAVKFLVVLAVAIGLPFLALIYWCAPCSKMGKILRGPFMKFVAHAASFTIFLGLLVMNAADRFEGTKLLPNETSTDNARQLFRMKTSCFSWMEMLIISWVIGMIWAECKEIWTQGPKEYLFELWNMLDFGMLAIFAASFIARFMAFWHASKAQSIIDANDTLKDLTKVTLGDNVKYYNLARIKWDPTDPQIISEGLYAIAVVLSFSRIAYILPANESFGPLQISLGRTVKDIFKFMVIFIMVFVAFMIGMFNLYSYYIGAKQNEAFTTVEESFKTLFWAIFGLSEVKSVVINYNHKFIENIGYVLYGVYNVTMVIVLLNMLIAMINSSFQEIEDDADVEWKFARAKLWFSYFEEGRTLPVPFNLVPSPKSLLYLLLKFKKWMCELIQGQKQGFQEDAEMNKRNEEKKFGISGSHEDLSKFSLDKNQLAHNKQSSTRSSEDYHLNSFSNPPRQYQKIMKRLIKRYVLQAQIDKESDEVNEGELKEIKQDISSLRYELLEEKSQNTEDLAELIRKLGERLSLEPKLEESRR
KLF5 inh: inhibitors of KLF5 expression; DLD-1 KLF5 promoter-luciferase reporter, luminescence; inhibition, % at 5 µM; 290,000 compounds, 0.23% hits; AID 1700;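 active = inhibition above a per-plate limit of that plate's mean compound inhibition plus 3 SD, cut at about 60% in these data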;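 also: 0% = DMSO wells and 100% = LY294002 at 200 µM; higher means less KLF5 promoter-driven luciferase light; inactives centre near -14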
aSyn 5UTR inh: MLPCN primary screen, SNCA 5' untranslated region; alpha-synuclein 5'UTR reporter, inhibitor activity; inhibition, % (tested at 7.5 µM); 300,000 compounds, 0.82% hits; AID 1813; in the data active = inhibition above about 60%;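 also: H4 neuroglioblastoma cells stably carrying SNCA 5'UTR luciferase fusion; 0% = DMSO wells and 100% = positive control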
TRPC4 agonist: opens the mouse TRPC4 cation channel; Q9QUQ5; 310,000 compounds, 0.49% hits; HEK293 TRPC4beta/mu-opioid, Fluo4 calcium fluorescence; stronger effect = higher value; B-score at 10 µM;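 active = B-score above 5 SD of library B-scores, and initial fluorescence ratio not above library mean plus 5 SD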;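 also: positive B-score marks a calcium rise read as TRPC4 activation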
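Assay system: HEK293 stable line with TRPC4beta plus mu-opioid receptor; schedule: 45 min room-temperature Fluo4 loading, 110 s read; technique: kinetic Fluo4 calcium fluorescence; evaluation: integrated baseline-normalised fluorescence ratio, converted to per-well B score; controls: buffer (low) and maximal DAMGO (high)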
TRPC4 block: TRPC4 (mouse) channel inhibition | Q9QUQ5 | HEK293 TRPC4beta/mu-opioid, DAMGO-evoked Fluo4 calcium flux; stronger effect = lower value | B-score at 10 µM | 300,000 compounds, 0.39% hits;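 active = B-score over 3 SD under the library average, no early fluorescence shift, positive overall ratio signal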
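Assay system – HEK293 line stably carrying TRPC4beta and mu-opioid receptor · Doses – single dose · Detection – Fluo4 calcium-dye fluorescence, kinetic read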
SKKanGAS inh: inhibitors of SKKanGAS S. pyogenes growth in kanamycin (SK-promoter or general growth effect); BacTiter-Glo, 6 h; inhibition, % at 7.5 µM; 300,000 compounds, 1.3% hits;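 active = mean replicate score, as percent of positive control median, at least 50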;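 also: strain carries kanamycin resistance gene driven by streptokinase promoter and grows in 40 µg/ml kanamycin; loss of luminescence reflects streptokinase promoter inhibition or plain growth inhibition; 0% = median of DMSO wells and 100% = positive control at its reference dose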
MrgX1 antagonist: blocks BAM8-22 activation of human MrgX1 receptor; 310,000 compounds, 1.3% hits; Q96LB2; AID 588676; MRGX1-HEK293 calcium flux, Fluo-4, BAM8-22 antagonism; stronger effect = lower value; B-score at 10 µM;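 active = calcium-response B-score plate-corrected more than 3 library SD below zero, starting fluorescence within 5 deviations, no agonist response on first addition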;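 also: peak minus trough fluorescence over baseline after final BAM8-22 challenge near maximal dose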
TRPC4 PAM: allosteric potentiators of mouse TRPC4 channel | 310,000 compounds, 0.42% hits | B-score at 10 µM | AID 2227 | HEK293 TRPC4beta/mu-opioid, DAMGO EC20, Fluo-4 Ca2+ flux; stronger effect = higher value;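 active = B-score of calcium response area above 5 SD of library B-scores, with initial fluorescence ratio within 5 SD of library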;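 also: B-score of integrated fluorescence ratio over time as area under calcium response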
IEC-6 cytotox: IEC-6 cytotoxicity, counter-screen for KLF5 inhibitors | luminescence viability | inhibition, % at 5 µM | 290,000 compounds, 0.78% hits | AID 1825; in the data active = inhibition above about 22%;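 also: 0% = plate median of test compound wells and 100% = cytotoxic reference compound wells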
TRPC6 activator: activates the mouse TRPC6 cation channel; 310,000 compounds, 0.13% hits; AID 2550; Q61143; B-score at 10 µM; HEK293-TRPC6 membrane potential dye fluorescence; stronger effect = higher value;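 active = B-score of the integrated fluorescence ratio above library mean plus 3 SD, and starting fluorescence ratio within library mean plus 5 SD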;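 also: higher score means more depolarization so channel activation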
HIF act: HIF pathway transcriptional activation | U2OS HRE-luciferase reporter, luminescence; normalized: DMSO 0%, desferrioxamine 100% | activation, % at 7.5 µM (by protocol) | 300,000 compounds, 0.32% hits | AID 1910;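 active = mean activation of at least 10% of the iron chelator positive control signal, with at least half of replicates also reaching 10%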
Active calls of the source: *; i = inactive; x = no result given.

SMILES	TRPC4 PAM	aSyn 5UTR inh	HIF act	TRPC6 activator	TRPC6 inhibitor	IEC-6 cytotox	SKKanGAS inh	KLF5 inh	TRPC4 agonist	TRPC4 block	MrgX1 antagonist
Cc1nn(-c2ccc(N3CCOCC3)nn2)c(C)c1CCC(=O)N1CCN(C)CC1	i	-18	0.0	i	i	5	-6	-25	i	i	i
Cc1ccc(C)c(N2CCN(C(=O)C34CC5CC(C3)CC(n3nnc(C)n3)(C5)C4)CC2)c1	i	6	0.6	i	i	2	-8	-6	i	i	i
N#Cc1ccccc1N=C1CCCN1Cc1ccccc1	i	4	0.7	i	i	0	8	-6	i	i	i
CSCC[C@H](NC(=O)NCCC1=CCCCC1)C(=O)O	i	6	0.1	i	i	2	-4	-36	i	i	i
O=C(COC(=O)c1ccc(OC(F)F)cc1)NCCCN1CCCC1=O	i	12	x	i	i	2	3	-10	i	i	i
O=C(Nc1nnc(N2CCCCCC2)s1)c1cc(-c2ccc(Br)cc2)on1	i	-20	-0.4	i	i	1	26	-8	i	i	i
Cc1cc(=O)[nH]c(N/N=C/c2ccc(C)o2)n1	i	-37	0.3	i	i	0	-1	-6	i	i	-6.6*
O=C(NCCN1C(=O)S/C(=C\c2cccnc2)C1=O)C1CC(=O)N(Cc2ccco2)C1 (stereo unspecified)	i	-12	0.0	i	i	1	9	-27	i	i	i
CC(=O)NC1CC2CCCC(C1)N2S(=O)(=O)c1ccccc1 (stereo unspecified)	i	-25	0.7	i	i	-3	3	-10	i	i	-8.8*
COC(=O)c1ccc(N=NN2CCCCC2)cc1	i	-102	2.6	i	i	2	-3	-53	i	i	i
NC(=O)C1=C[C@H](c2ccc3c(c2)OCO3)C[C@H](OCc2ccc(CO)cc2)O1	i	-50	2.9	i	i	-3	6	-26	i	i	i
C/C(=N\NC(=O)c1ccc(CN2CCOCC2)cc1)c1cccc([N+](=O)[O-])c1	i	0	0.2	i	i	-2	-2	-3	i	i	i
CCC(=O)N1CCc2cc(S(=O)(=O)CCC(=O)N(C)c3ccc(OC)cc3)ccc21	i	14	0.2	i	i	0	-4	-32	i	i	i
Cc1cccc(C(=O)Nc2cccc3c2CCCC3)c1	i	-4	-1.3	i	i	5	-4	-30	i	i	i
CC(C)Cc1nnc(NC(=O)CSc2nc(-c3ccccc3)cc(=O)[nH]2)s1	i	9	0.3	i	i	1	5	-22	i	i	i
Cc1c(C(=O)N(C)c2ccccc2Cl)cnn1-c1ccccc1	i	-4	-0.7	i	i	-2	-3	-14	i	i	i
CCCC(=O)NC(=S)Nc1ccccc1OC	i	-5	0.1	i	i	6	-10	-42	i	i	i
O=C(COC(=O)c1cc([N+](=O)[O-])ccc1NCc1ccccc1)NC1CCCCC1	i	26	-0.1	i	i	0	-9	-5	i	i	i
CC(=O)Nc1ccc(OCC(=O)NCCc2ccccc2)cc1	i	0	-0.7	i	i	3	-8	-4	i	i	i
CCN(CC)CCCN1C(=O)C(O)=C(C(=O)c2ccc(C)o2)C1c1ccc(C)o1 (stereo unspecified)	i	-26	-0.3	i	i	5	-2	-11	i	i	i
O=C(NC(C(=O)N1CCCC1C(=O)O)=C1CCCCC1)c1ccccc1 (stereo unspecified)	i	24	0.3	i	i	-4	2	-8	i	i	i
O=C(NC1CCCC1)C(c1c[nH]c2ccccc12)N(C(=O)Cn1nnc(-c2ccc(Cl)cc2)n1)c1ccccc1 (stereo unspecified)	i	6	-0.1	i	i	-7	-9	-20	i	i	i
O=C(c1csc2c1CCCC2)N1CCN(c2ncccn2)CC1	i	6	0.4	i	i	0	4	-6	i	i	i
Cc1ccccc1-c1noc(CNC(=O)c2ccco2)n1	i	-20	0.1	i	i	-2	-2	2	i	i	i
COCCn1c(SCC(=O)NCCc2ccc(OC)c(OC)c2)nc2c([nH]c3ccccc32)c1=O	11*	-14	0.1	i	i	-7	4	-18	i	i	i
Cc1ccc(C)c(S(=O)(=O)Nc2ccc(C(=O)NCCc3ccccn3)cc2)c1	i	14	-0.4	i	i	-1	-1	-23	i	i	i
CCOC(=O)CSc1nc(COc2ccccc2)nc2ccccc12	i	5	0.9	i	i	3	4	-21	i	i	i
CCCCn1c(-c2ccccc2)nc2c(=O)n(C)c(=O)[nH]c21	i	16	-0.3	i	i	-1	10	-2	i	i	i
O=C(Cc1ccccc1[N+](=O)[O-])NCCCc1ccccc1	i	-11	-0.2	i	i	-10	6	-72	i	i	i
CC(=O)Oc1ccc(C23CC4CC(CC(C4)C2)C3)cc1C(=O)O	i	-6	-3.1	i	i	2	0	-17	i	i	i
CCOC(=O)c1[nH]c2c(c1C)C(=O)CC(c1ccco1)C2 (stereo unspecified)	i	73*	2.1	i	i	89*	7	83*	i	i	i
Nc1cc(=O)[nH]c(=O)n1CC1CC1	i	6	0.8	i	i	8	0	-5	i	i	i
COc1nc(OC)nc(N2CCC(NC(=O)C(Cc3ccc(C(C)C)cc3)NC(C)=O)CC2)n1 (stereo unspecified)	i	1	-11	i	i	-4	-1	-23	i	i	i
CCC(C)N(C(=O)COC(=O)/C=C/c1ccc(O)c(OC)c1)C1CCS(=O)(=O)C1 (stereo unspecified)	i	1	-0.1	i	i	-1	-1	-5	i	i	i
O=C(NCCNC(=O)c1ccccn1)c1ccc(-c2ccccc2)cc1	i	27	1.0	i	i	2	-15	-22	i	i	i
COC(=O)C1[C@H]2SC(C)(C)C(C(=O)OC)N2C(=O)N1Cc1nc2ccccc2s1 (stereo partly specified)	i	-33	1.1	i	i	-4	7	-2	i	i	i
Cc1ccc(NC(=O)c2c(C)nc3ccccn23)cc1C	i	-152	1.6	i	i	2	13	-118	i	i	i
O=C(NCCOc1cccc(Cl)c1Cl)c1cc(-n2cnnc2)ccc1Cl	i	6	-0.1	i	i	8	2	7	i	i	i
COC(=O)c1ccc(CNC(=O)COC(=O)COc2ccc(OC)cc2)cc1	i	19	0.1	i	i	-4	-3	-15	i	i	i
O=C(NCc1ccc2c(c1)OCO2)c1c[nH]c2ccc(S(=O)(=O)N3CCOCC3)cc2c1=O	i	7	-0.1	i	i	-4	-1	6	i	i	i
Cc1cc(C)cc(-n2ncc3c2CCCC3NC(=O)c2cc(C)oc2C)c1 (stereo unspecified)	i	17	0.8	i	i	8	7	-2	i	i	i
CN1CCN(CCNC(=O)Cn2c(=O)c3cccn3c3ccc(F)cc32)CC1	i	-4	0.2	i	i	-9	1	-18	i	i	i
COc1ccc(CNC(=O)C2CC(c3ccccc3[N+](=O)[O-])=NO2)cc1 (stereo unspecified)	i	-9	0.5	i	i	0	1	-29	i	i	i
Cc1ccnc(NCc2ccc(Cl)cc2)c1	i	-33	1.4	i	i	-1	5	-46	i	i	i
CCOC(=O)Cc1cnc(NC(=O)c2ccccc2)s1	i	-113	1.3	i	i	4	3	-31	i	i	i
O=C(NC1CCCCC1)C(c1ccc(F)cc1)N(C(=O)Cc1ccsc1)c1ccc(F)cc1 (stereo unspecified)	i	-29	x	i	i	-9	-3	0	i	i	i
O=C1c2ccccc2C(=O)N1c1cccc(-c2nc3ccccc3o2)c1	i	-31	0.0	i	i	-9	2	-14	i	i	i
CCC(C)(C)NC(=O)Cc1ccc(Cl)cc1	i	-31	0.1	i	i	-1	14	-2	i	i	i
Cc1nc2ccc(NC(=O)c3ccc(Cl)c(NC(=O)c4cccs4)c3)cc2s1	i	-19	1.6	i	i	5	19	-75	i	i	i
COc1ccc(C(=O)Nc2cccc(-c3ccc4nncn4n3)c2)cc1OC	i	-2	-0.8	i	i	-5	1	-31	i	i	i
CCN(Cc1ccccc1)C(=O)C(C)OC(=O)c1cc(S(=O)(=O)Nc2c(C)n(C)n(-c3ccccc3)c2=O)ccc1C (stereo unspecified)	i	11	-0.6	i	i	-9	3	-12	i	i	i
CC(=O)Oc1ccc([C@@H]2COc3c(ccc4c3C=CC(C)(C)O4)C2)c(OC(C)=O)c1	i	-152	0.6	i	i	x	9	x	i	i	i
CCOC(=O)C1CCN(CCC(=O)Nc2cc(C)ccc2C)CC1	i	3	1.0	i	i	4	1	-17	i	i	i
Cc1ccccc1NC(=S)N(Cc1ccco1)C(C)c1ccccn1 (stereo unspecified)	i	1	0.1	i	i	-7	4	-5	i	i	i
CC(C)(C)C(=O)Cn1c(=N)n(Cc2ccccc2)c2ccccc21	i	18	0.6	i	i	3	5	18	i	i	i
COc1ccc(-c2noc(CSc3nc4sc(C)c(C)c4c(=O)n3-c3ccccc3)n2)cc1OC	i	6	-0.2	i	i	-3	2	-11	i	i	i

Ordered by formula weight (lowest first): some entries from above.
SMILES	TRPC4 PAM	aSyn 5UTR inh	HIF act	TRPC6 activator	TRPC6 inhibitor	IEC-6 cytotox	SKKanGAS inh	KLF5 inh	TRPC4 agonist	TRPC4 block	MrgX1 antagonist
Cc1ccccc1NC(=S)N(Cc1ccco1)C(C)c1ccccn1 (stereo unspecified)	i	1	0.1	i	i	-7	4	-5	i	i	i
COc1ccc(C(=O)Nc2cccc(-c3ccc4nncn4n3)c2)cc1OC	i	-2	-0.8	i	i	-5	1	-31	i	i	i
CN1CCN(CCNC(=O)Cn2c(=O)c3cccn3c3ccc(F)cc32)CC1	i	-4	0.2	i	i	-9	1	-18	i	i	i

With a hit mark in KLF5 inh, among the entries above:
Compound	TRPC4 PAM	aSyn 5UTR inh	TRPC6 activator	KLF5 inh	TRPC4 block	MrgX1 antagonist
CCOC(=O)c1[nH]c2c(c1C)C(=O)CC(c1ccco1)C2 (stereo unspecified)	i	73*	i	83*	i	i

Source: PubChem BioAssay (several laboratories)
